# Assay outcomes: PubChem, National Center for Advancing Translational Sciences (NCATS)
# p53 reactivation – restores transcriptional activity of mutant p53; H1299 p53-A138V BP100-luciferase reporter, luminescence, 24 h; Potency, µM (titrated, usually from 92.2 µM), for inactives: at the highest dose activity change, positive = activation, hits mostly activators; hit rate 0.063% among 320,000; note: potency is the fitted concentration of half-maximal effect; % of control where 0% means no effect; nearly all actives have a fitted effect of over 45% in size
#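 H1299 (p53-null), stable ts p53-A138V + BP100-Luc; 1000 cells/well, Opti-MEM/10% FBS; cpd 4 pt, 1:5; 24 h, 37 deg C, 5% CO2; detection reagent 10 min RT; luminescence.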
# Gal4-VP16 FLuc – inhibits Gal4-VP16 luciferase reporter, ROR gamma counter-screen; hit rate 3.5% among 310,000; Drosophila S2 Gal4-VP16 UAS-luciferase, luminescence, 20 h; Potency, µM (highest dose often 53.6 µM), for inactives: at the highest dose activity, negative = inhibition, hits mostly inhibitors;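 note: Gal4-VP16 expression switched on by copper sulfate through the metallothionein promoter; potency is the fitted concentration of half-maximal effect; % is set by controls: 0 for no effect and ±100 for the full control effect; nearly all actives have a fitted effect of over 50% in size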
# BRCA1 expr act – activators of BRCA1 expression; MCF7-BRCA1-FFLuc reporter, luminescence, 48 h; response scale: scaled: vehicle 0%, 10 µM genistein 100%; Potency, µM (series often up to 46.1 µM), for inactives: at the highest dose activation, usual class: activators; hit rate 1.1% among 380,000; AID 624202; note: potency is the fitted concentration of half-maximal effect; nearly all actives have a fitted effect of over 80% in size; some results filed as inactive show a strong effect at the top dose
#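 MCF7 cells carrying a BRCA1-firefly luciferase reporter (2000 cells/well, phenol-red free MEM) were attached for 2 h at 37 °C, then given compounds for 48 h. Luminescence was read 15 min after luciferase reagent; activity normalized to genistein (10 microM) and DMSO.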
# FLuc counter – counter-screen for miR-21 project: firefly luciferase inhibitors or activators; Potency, µM (highest dose often 57.5 µM), inactives show top-dose activity change, negative = inhibition, usual class: inhibitors; hit rate 6.9% among 360,000; purified FLuc, Km substrates, luminescence inhibition; AID 588342;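 note: potency is the fitted concentration of half-maximal effect; plate controls were vehicle for no effect and reference inhibitor for full effect; nearly all actives have a fitted effect of over 55% in size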
#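 Biochemical qHTS of compounds, final roughly 60 µM downward over six points, against 10 nM purified firefly luciferase using Km concentrations of substrates (10 uM D-luciferin, 10 uM ATP) in Tris acetate pH 7.5 buffer; luminescence output.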
# ELG1 DNA repair – ELG1-dependent DNA repair inhibition | HEK293T ELG1-luciferase reporter, luminescence, 16 h; DNA damage induced by 5-fluorouridine | AID 504467 | Potency, µM (highest dose often 46.1 µM), for the others: top-dose activity change, negative = inhibition, most hits filed as inhibitors | hit rate 2.3% among 330,000; note: potency is the fitted concentration of half-maximal effect; % is set by controls: 0 for no effect and ±100 for the full control effect; nearly all actives have a fitted effect of over 55% in size
#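 Overnight (16 hr) co-exposure of 2,000 cells/well to 5-fluorouridine and compound at 37 °C preceded detection. Luciferase was quantified via ONE-Glo luminescence; loss of signal denotes inhibition.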
# Tb PFK inh – inhibitors of T. brucei phosphofructokinase | hit rate 0.17% among 330,000 | T. brucei PFK, ADP-Glo luminescence | O15648 | Potency, µM (highest dose often 57.5 µM), for inactives: at the top dose activity, negative = inhibition, most hits filed as inhibitors;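 note: potency is the fitted concentration of half-maximal effect; 0% = uninhibited 1x PFK enzyme wells and -100% = no-enzyme wells; nearly all actives have a fitted effect of over 60% in size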
#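 Activity is normalized to no-enzyme wells (full inhibition) and 1.25 nM enzyme wells (no inhibition). Reaction: 0.5 mM F6P, 0.1 mM ATP, 45 min RT, ADP-Glo luminescence; concentration-response curves fitted and classed by quality.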
# RORgamma inh – ROR gamma (mouse) transcription inhibition; P51450; Drosophila S2 Gal4-RORgamma UAS-luciferase reporter, 20 h; Potency, µM (titrated, usually from 53.6 µM), inactives show at the highest dose activity change, negative = inhibition, actives largely listed as inhibitors; hit rate 5.4% among 310,000; note: potency is the fitted concentration of half-maximal effect; % is set by controls: 0 for no effect and ±100 for the full control effect; nearly all actives have a fitted effect of over 60% in size
#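 Drosophila S2 cells stably expressing Gal4-DBD/mouse RORγ fusion under metallothionein promoter plus UAS-luciferase; compound 1 h, then 700 uM CuSO4 induction for 20 h at ambient temperature; inhibition read as reduced luminescence.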
# ELG1 genotoxic – inducers of genotoxicity in HEK293T ELG1-luciferase cells | HEK293T ELG1-luciferase reporter, luminescence, 16 h | Potency, µM (top dose mostly 46 µM), inactives show at the highest dose activity change, positive = activation, actives largely listed as activators | hit rate 1.3% among 330,000 | AID 504466; note: potency is the fitted concentration of half-maximal effect; % of control where 0% means no effect; nearly all actives have a fitted effect of over 60% in size
#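 16 hr compound incubation (37 °C, 5% CO2) of HEK293T cells carrying luciferase-tagged ELG1; luciferase then measured by ONE-Glo luminescence after 30 min at RT.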
# TRPV1 ag – human TRPV1 agonism. TRPV1-expressing cells, Fluo-8 calcium influx, agonist mode. activation, % at 8.33 µM. hit rate 0.19% among 320,000; in the data active = activation above about 80%; inconclusive = between about 30% and that limit; note: 0% is about no effect
# Target sequence (Q8NER1 whole entry, looked up): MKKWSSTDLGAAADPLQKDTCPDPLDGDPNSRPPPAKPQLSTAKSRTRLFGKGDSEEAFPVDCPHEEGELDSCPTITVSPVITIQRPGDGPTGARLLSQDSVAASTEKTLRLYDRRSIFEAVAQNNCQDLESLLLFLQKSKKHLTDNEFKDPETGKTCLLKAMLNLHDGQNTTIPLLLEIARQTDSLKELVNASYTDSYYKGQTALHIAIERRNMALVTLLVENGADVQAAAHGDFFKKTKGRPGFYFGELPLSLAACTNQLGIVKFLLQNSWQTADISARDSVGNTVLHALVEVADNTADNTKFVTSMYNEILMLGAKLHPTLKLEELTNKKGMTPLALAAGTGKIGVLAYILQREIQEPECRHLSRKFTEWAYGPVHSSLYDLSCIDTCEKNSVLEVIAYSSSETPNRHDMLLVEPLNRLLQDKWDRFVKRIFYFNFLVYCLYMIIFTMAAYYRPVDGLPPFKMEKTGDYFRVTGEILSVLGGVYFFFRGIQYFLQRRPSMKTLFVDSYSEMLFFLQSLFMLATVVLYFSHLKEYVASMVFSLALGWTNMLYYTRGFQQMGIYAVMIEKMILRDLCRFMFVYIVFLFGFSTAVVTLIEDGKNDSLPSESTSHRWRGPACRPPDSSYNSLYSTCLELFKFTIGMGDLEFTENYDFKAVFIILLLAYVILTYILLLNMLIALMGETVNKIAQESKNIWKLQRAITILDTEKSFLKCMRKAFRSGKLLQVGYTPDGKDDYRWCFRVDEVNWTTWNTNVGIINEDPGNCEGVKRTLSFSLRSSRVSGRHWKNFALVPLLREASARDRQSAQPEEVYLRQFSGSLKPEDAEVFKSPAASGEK
#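 Fluo-8 calcium influx in TRPV1-expressing cells, kinetic read (ex 480/em 520 nm). Compound added and read 3 min for agonist activity, followed by capsaicin at EC20 final and 2 min further read for enhancement.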
# Rab9 prom act – activators of Rab9 promoter; Huh7 Rab9 promoter-luciferase reporter, luminescence, 24 h; Potency, µM (doses to about 9.22 µM), for inactives: top-dose activation, negative = inhibition, most hits filed as activators; hit rate 2.8% among 320,000; note: potency is the fitted concentration of half-maximal effect; % of control where 0% means no effect; nearly all actives have a fitted effect of over 60% in size
#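 Luminescence read-out: Huh7 cells stably expressing Rab9-luciferase, treated 24 h with compound at 37 °C, then lysed with luciferase reagent for 10 min at ambient before reading.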
# NPC1 prom act – activates the NPC1 promoter. Huh7 NPC1 promoter luciferase reporter, 24 h. Potency, µM (series often up to 9.22 µM), for the others: at the top dose activation, most hits filed as activators. hit rate 2.4% among 320,000. AID 485313;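 note: potency is the fitted concentration of half-maximal effect; % of control where 0% means no effect; nearly all actives have a fitted effect of over 60% in size; reporter is driven by a mutant NPC1 promoter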
#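 Luciferase expression driven by the NPC1 promoter was measured in stably transfected Huh7 cells after a 24 h compound incubation, using a luciferase reagent and a luminescence read.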
# Numbers without * were called inactive; ? = inconclusive; · = not tested or not shown; [ ] = dose if it differs, or a comment. Unless noted, calls come from the whole dose curve; as a rule, active = well fitted curve in the direction sought with a large enough effect; inconclusive = small, poorly fitted or top-dose-only effect, or another doubt; inactive = no such curve, though single readings can be large; an effect the other way counts as inactive or inconclusive.
molecule | p53 reactivation | Gal4-VP16 FLuc | BRCA1 expr act | FLuc counter | ELG1 DNA repair | Tb PFK inh | RORgamma inh | ELG1 genotoxic | TRPV1 ag | Rab9 prom act | NPC1 prom act
CCC(C(=O)Nc1ccccc1Cl)n1nc(C)c2c(C)n(-c3ccccc3)nc2c1=O (configuration not stated) | -1% | -7% | -36% | -1% | -11% | 0% | 6% | -5% | 2 | 0% | -4%
CCOc1ccc(S(=O)(=O)Nc2nc3ccc(OC)cc3s2)cc1 | -3% | 7% | -1% | 2% | 18% | 3% | 11% | 6% | 0 | 1% | -4%
CCCNC(=O)COc1ccccc1[N+](=O)[O-] | ? | ? | 47% | -11% | ? | 10% | 16% | 13% | -1 | 3% | -1%
CCOc1ccc(OCC(=O)Nc2ccc(S(N)(=O)=O)cc2)cc1 | 1% | 1% | 21% | 1% | 4% | -4% | 4% | 0% | 7 | -1% | -5%
CCCN1C(=O)/C(=C/c2ccc(OCC(=O)OCC)cc2)NC1=S | 0% | -23% | -36% | -5% | 0% | 2% | ? | -24% | 13 | -2% | -4%
CCCOc1ccc(C(=O)CCC(=O)OCC(=O)N(C)c2c(N)n(Cc3ccccc3)c(=O)[nH]c2=O)cc1 | 13% | 0% | 47% | ? | ? | -3% | 18% | -3% | -1 | 3% | 0%
Cc1ccc(NS(=O)(=O)c2ccc(C(C)(C)C)cc2)cn1 | · | 4% | -5% | 3% | -1% | 2% | 1% | 0% | ? | -4% | -1%
O=C(COc1ccc([N+](=O)[O-])cc1Cl)NCCc1ccccc1 | -2% | -5% | 0% | -18% | 8% | -1% | ? | 2% | 2 | -4% | 1%
CCn1c(=O)c(=O)[nH]c2c(=O)oc3ccc(S(=O)(=O)Nc4ccc(OC)cc4)cc3c21 | 3% | -5% | -19% | 1% | 1% | -11% | 4% | -14% | 2 | -3% | -6%
CCSc1nc2c(c(=O)[nH]c(=O)n2C)n1Cc1ccc(Cl)cc1 | -2% | -7% | -23% | 1% | ? | 2% | 0% | 15% | -1 | -1% | -1%
CC(=O)N1CCc2cc(S(=O)(=O)NCc3ccc(C)cc3)ccc21 | 2% | -9% | -17% | 1% | -6% | 4% | ? | -3% | 1 | -8% | -6%
O=C(c1cc(-c2ccccc2Cl)on1)N1CCCC1 | 20% | ? | -74% | 1.2µM* | ? | -2% | 13µM* | ? | ? | ? | ?
COc1ccc(/C=C2/SC(=O)N(CCC(=O)Nc3ccc(S(=O)(=O)Nc4nccs4)cc3)C2=O)cc1 | ? | -9% | 19% | ? | ? | 1% | 32% | 16% | -4 | 29% | ?
O=C(Nc1cccnc1)c1ccc(N2CCCC2)c([N+](=O)[O-])c1 | -1% | -6% | -19% | ? | -7% | 4% | ? | 15% | 84* | 24% | 24%
Cc1cc(OCC(=O)Nc2sc3c(c2C#N)CC(C)(C)NC3(C)C)c(C(C)C)cc1Cl | -4% | -26% | -20% | 1% | -1% | 5% | -37% | 2% | 2 | 6% | -12%
CN1CCN(CC(=O)Nc2ccc(OCc3ccccc3)cc2)CC1 | 20% | -8% | · | ? | ? | -1% | 6% | ? | 2 | ? | 21%
CCOc1ccc2nc(NC(=O)/C=C/c3ccc4c(c3)OCO4)sc2c1 | 17% | 3% | -6% | -2% | 28% | 2% | 3% | 15% | 1 | -1% | -3%
COc1ccc(-c2coc3cc(O[C@@H]4O[C@H](CO)[C@@H](O)[C@H](O)[C@H]4O)ccc3c2=O)cc1 | ? | · | 2.8µM* | · | ? | 12% | · | ? | · | · | ·
C=C(C)C1CC=C(C)/C(=N/NC(=O)C2CC2c2ccccc2)C1 (configuration not stated) | -1% | 8% | 1% | -2% | -16% | 1% | -26% | -2% | 30 | -4% | -4%
N#C/C(=C\c1ccccc1C(=O)O)c1nc2ccccc2[nH]1 | 8% | -2% | -35% | -16% | -14% | 2% | 7% | 1% | 8 | -3%[1.84 µM] | -2%
COc1ccc(OC(=O)COc2ccc(Cl)cc2)cc1 | -94%[inhibitor] | 16% | 15% | ? | -1% | -6% | 11% | -2% | 0 | -4% | 5%
O=C(/C=C/c1cccc(F)c1)Nc1nccs1 | 7% | ? | ? | 9.5µM* | ? | 0% | -35% | ? | 30 | 1.8µM* | 2µM*
CCOc1ccc(NC(=O)COn2nnc3ccc(S(=O)(=O)N4CCOCC4)cc32)cc1 | 1% | 0% | 14% | -1% | 0% | 0% | -16% | 0% | -4 | 0% | -2%
COc1ccc(NS(=O)(=O)c2ccc(C)c(C(=O)NC3CCN(Cc4ccccc4)CC3)c2)cc1 | 22% | -1% | -28% | -1% | -19% | -1% | 11% | -11% | 3 | -13% | -10%
CCN(CC)c1ccc(/C=N/N2C(=O)c3ccccc3C2=O)cc1 | 25% | 13% | 12% | 4.3µM* | 21% | -4% | ? | 0% | 19 | -2% | 0%
O=C(Nc1cccc(NC(=O)c2ccc(-c3cccc(Br)c3)o2)c1)c1ccco1 | -2% | -11% | -43% | ? | 9.2µM* | 4% | ? | -12% | · | 1% | 6%
O=C(N/N=C/c1ccc(Br)o1)/C(=C/c1ccc([N+](=O)[O-])cc1)NC(=O)c1ccccc1 | -3% | ? | -23% | 2% | -4% | -1% | 10µM* | 0% | -3 | 3% | -3%
Cc1cc(-c2cccs2)nc(-n2cccc2)n1 | 6% | ? | -83% | ? | 21% | 1% | 1% | 5% | 6 | 1% | 20%
O=C(CSc1nnnn1C1CC1)N1CCN(c2ccccc2F)CC1 | 1% | · | 1% | 5% | 27% | -8% | · | 2% | 11 | -5% | 1%
C[C@@H](CSc1ccccc1)CN1CC[C@H](O)CCC1=O | -1% | 1% | 12% | -1% | 5% | -5% | 4% | 0% | -3 | -1% | -6%
O=C(COC(=O)C1C2CC3OC(=O)C1C3C2)Nc1ccc(Br)cc1 (configuration not stated) | 8% | -23% | 0% | -18% | -1% | 1% | 5% | -4% | -1 | 3% | -6%
C/C(=N\Nc1nc2ccccc2nc1C)c1ccccc1O | 2% | 2µM* | -11% | 2% | 1% | 6% | 0.22µM* | -1% | · | -1% | 1%
COc1ccccc1Cn1c(=S)[nH]c2ccc(F)cc2c1=O | 0% | 11µM* | -11% | -1% | 20% | 2% | 16µM* | -1% | 17 | 3% | -2%
COc1cccc(-c2ccc(C#N)c(OC(=O)c3ccc(Cl)cc3)n2)c1 | -4% | 3% | 0% | -2% | ? | -3% | 16% | -1% | 0 | -3% | 0%
CCN(C(=O)c1c(C)cc(=O)oc1C)c1ccc2c(c1)OCO2 | -18% | -11% | 2% | 1% | 1% | 3% | -24% | 1% | 1 | -1% | 6%
C/C(Cl)=C\COc1cc(C)nc2c(Br)cccc12 | 3% | 21% | -22% | ? | -9% | -3% | -7% | -6% | 4 | -7% | -3%
Cn1c(SCC(=O)Nc2ccc3c(c2)n(C)c(=O)n3C)nnc1-c1ccncc1 | 0% | -6% | -32% | -17% | ? | 1% | -14% | -11% | -1 | 5% | -4%
Cc1nn(C)cc1S(=O)(=O)N1CCCC(C(=O)O)C1 (configuration not stated) | 0% | -13% | 0% | -2% | ? | -4% | 10% | 3% | -1 | 1% | 2%
O=C(CN1CCN(S(=O)(=O)c2ccccc2[N+](=O)[O-])CC1)NC(=O)NCc1ccco1 | 3% | 1% | -16% | -1% | -14% | 0% | 7% | -2% | 1 | 2% | -1%
Cc1ccc2cc(CN(CC(C)C)C(=O)C3CCCO3)c(=O)[nH]c2c1 (configuration not stated) | -2% | -11% | -1% | 2% | 0% | 0% | 26% | -1% | 0 | 2% | -1%
Cc1cc(C)cc(NC(=O)Nc2c(Br)cnn2C)c1 | -2% | 8% | -19% | 1% | -3% | 0% | 11% | -2% | ? | -7% | -2%
COC(=O)c1c(NC(C)=O)sc2c1CCCCC2 | -13% | 6% | -19% | -7% | 27% | 1% | 9% | -1% | 13 | -1% | 0%
COc1ccc2nc(NNC(=O)C3COc4ccccc4O3)sc2c1 (configuration not stated) | 18% | ? | -48% | -12% | 12% | -3% | 2.8µM* | 1% | -1 | 0% | 0%
Clc1ccc(N=C2SCC3CCCCN23)cc1 (configuration not stated) | ? | -1% | 104% | 9.5µM* | ? | -13% | 24% | 26% | -5 | 2.5µM* | 4µM*
CC/C(=N\NC(=O)c1ccoc1C)c1ccc(C)o1 | ? | 10% | ? | ? | ? | -15% | 5µM* | ? | 25 | 15% | 4%
Cc1c(C(c2ccc([N+](=O)[O-])cc2)c2c(C)n(C)n(-c3ccccc3)c2=O)c(=O)n(-c2ccccc2)n1C | 6% | ? | -10% | -7% | 11% | -3% | 27% | -2% | -3 | 1% | 0%
CN1CCCN(S(=O)(=O)c2cccc(C(F)(F)F)c2)c2nc3ccccc3nc21 | -1% | · | 6% | · | -10% | -9% | · | -8% | 4 | -9% | 0%

# Rows are unselected, and some 15% of all compounds hit somewhere here.
